SRC3 inh: SRC3 coactivator transcriptional activity inhibitors, primary screen, cell-based, luminescence | Nuclear receptor coactivator 3 (Homo sapiens), Q9Y6Q9 | HEK293 GAL4-SRC3 luciferase reporter | inhibition, % at 3.6 µM | actives 0.17% (n = 360,000);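 active means inhibition above a per-campaign cutoff, the mean of all compounds plus 3 SD, cut at about 60% in these data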;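 further: 0% = DMSO-treated cells and 100% = gossypol-treated cells at 36 µM; higher means less SRC3-driven luciferase light from the GAL4 reporter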
SRC1 inh: SRC1 coactivator transcriptional activity inhibitors, primary screen, cell-based, luminescence | HEK293 GAL4-SRC1 luciferase reporter | inhibition, % at 3.6 µM | actives 0.12% (n = 360,000);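 active means inhibition above the campaign mean plus 3 SD, with each screening campaign given its own cutoff, cut at about 60% in these data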;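 further: 0% = DMSO treated cells and 100% = gossypol at 36 µM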
TROY signal inh: inhibitors of TROY-driven NF-kB signaling, primary screen, Q293 LMP1-TROYcd cells, NF-kB luciferase, uHTS. Q293 LMP1-TROYcd NF-kB luciferase reporter, 4 h. inhibition, % at 10 µM. actives 0.98% (n = 360,000);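 active means compounds whose plate-normalised and pattern-corrected inhibition of the luciferase reporter signal at the single screening dose is 50% or more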
NR5A2 inv ag: LRH-1 (NR5A2) inverse agonists, primary screen, cell-based, luminescence, HEK293T, StAR-luciferase reporter; Nuclear receptor subfamily 5 group A member 2 (Homo sapiens), O00482; LRH-1 transfected, 24 h; inhibition, % at 3.6 µM; actives 0.13% (n = 360,000); AID 602396, 2012;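 active means inhibition above the mean inhibition of all tested compounds plus 3 SD, cut at about 73% in these data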;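 further: 0% = DMSO wells and 100% = reporter-only cells lacking LRH-1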
CF NFkB inh: inhibitors of PAF-induced NF-kB signaling, primary screen, cell-based, GFP fluorescence, uHTS; KKLEB NF-kB-GFP reporter, GFP fluorescence overnight; inhibition, % at 5 µM; actives 0.86% (n = 360,000);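 active means at least 50% inhibition at 5 µM, scaled per plate between neutral and stimulator controls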;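 further: PAF is a Pseudomonas aeruginosa culture filtrate used as stimulus; plate controls were PAF-stimulated DMSO wells for no effect and unstimulated DMSO wells for full effect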
NCOA2 inhibitor: inhibition of GAL4-SRC2 driven luciferase reporter, primary screen, SRC2 inhibitor project, cell-based, luminescence | HEK293 GAL4-SRC2 luciferase reporter | actives 0.17% (n = 370,000) | inhibition, % at 9 µM | Nuclear receptor coactivator 2 (Homo sapiens), Q15596 | AID 651957, 2012;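 active means inhibition above the mean inhibition of all tested compounds plus 3 SD, set per campaign, cut at about 52% in these data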;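 further: 0% = DMSO treated cells and 100% = cells given Gossypol at 36 µM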
Target sequence (Q15596 whole entry, looked up, the tested form may be a part): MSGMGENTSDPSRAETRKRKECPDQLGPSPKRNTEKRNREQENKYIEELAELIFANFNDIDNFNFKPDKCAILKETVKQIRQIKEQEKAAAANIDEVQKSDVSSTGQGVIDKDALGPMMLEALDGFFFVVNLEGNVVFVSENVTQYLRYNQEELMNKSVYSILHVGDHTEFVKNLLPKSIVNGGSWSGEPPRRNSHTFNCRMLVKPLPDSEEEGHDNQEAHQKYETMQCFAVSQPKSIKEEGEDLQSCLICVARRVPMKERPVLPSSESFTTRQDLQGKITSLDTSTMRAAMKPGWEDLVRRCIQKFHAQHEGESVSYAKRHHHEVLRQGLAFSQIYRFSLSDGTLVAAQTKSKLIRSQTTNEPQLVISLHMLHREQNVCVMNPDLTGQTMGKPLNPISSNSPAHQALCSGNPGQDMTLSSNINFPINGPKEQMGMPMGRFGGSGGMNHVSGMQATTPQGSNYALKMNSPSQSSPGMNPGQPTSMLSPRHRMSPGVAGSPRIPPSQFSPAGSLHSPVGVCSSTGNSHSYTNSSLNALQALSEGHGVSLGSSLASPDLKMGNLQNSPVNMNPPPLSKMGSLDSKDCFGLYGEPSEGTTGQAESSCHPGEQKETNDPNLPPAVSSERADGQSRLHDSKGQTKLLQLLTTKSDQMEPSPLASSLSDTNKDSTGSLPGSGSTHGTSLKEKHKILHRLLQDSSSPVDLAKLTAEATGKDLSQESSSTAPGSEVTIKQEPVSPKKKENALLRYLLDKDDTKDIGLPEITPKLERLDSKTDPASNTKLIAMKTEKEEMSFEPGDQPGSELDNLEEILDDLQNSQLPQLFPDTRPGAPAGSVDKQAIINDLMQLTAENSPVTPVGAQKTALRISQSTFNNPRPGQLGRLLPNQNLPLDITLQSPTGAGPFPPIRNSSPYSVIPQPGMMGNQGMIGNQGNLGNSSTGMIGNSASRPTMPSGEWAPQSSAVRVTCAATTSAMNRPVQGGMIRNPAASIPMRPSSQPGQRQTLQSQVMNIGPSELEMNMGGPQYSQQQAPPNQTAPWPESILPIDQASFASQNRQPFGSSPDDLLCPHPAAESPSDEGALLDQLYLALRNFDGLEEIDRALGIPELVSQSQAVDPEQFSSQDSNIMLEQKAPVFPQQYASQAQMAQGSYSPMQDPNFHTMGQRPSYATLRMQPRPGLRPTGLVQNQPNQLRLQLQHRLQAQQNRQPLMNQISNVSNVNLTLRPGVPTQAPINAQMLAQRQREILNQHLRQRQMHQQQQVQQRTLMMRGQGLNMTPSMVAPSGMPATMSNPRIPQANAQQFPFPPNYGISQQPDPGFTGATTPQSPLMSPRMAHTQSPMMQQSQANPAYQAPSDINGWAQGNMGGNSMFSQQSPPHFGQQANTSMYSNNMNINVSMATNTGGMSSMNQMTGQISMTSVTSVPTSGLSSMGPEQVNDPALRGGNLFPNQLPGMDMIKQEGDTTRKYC
KKLEB tox: cytotoxicity in KKLEB CF airway cells, primary screen, cytotoxicity control for CF NF-kB inhibitor project, cell-based, uHTS, fluorescence assay plates. KKLEB CF airway cells viability, ATPlite luminescence, overnight; stronger effect = lower value; cells stimulated with P. aeruginosa culture filtrate. activity change (cytotoxicity), % at 5 µM. actives 0.36% (n = 360,000). AID 602141, 2011;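 active means corrected activity change at or below -50% at 5 µM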
TRAIL sens C8: viability loss with TRAIL in NB7+C8 cells, primary screen, TRAIL sensitizer project, cell-based, ATPlite luminescence; actives 1% (n = 360,000); inhibition (viability loss, TRAIL sensitization), % at 10 µM; AID 624354, 2012;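 active means compounds causing at least 50% loss of cell viability in the single-dose screen, relative to plate controls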
COUP-TFII inh: NR2F2 transcriptional activity inhibitors, primary screen, cell-based, luciferase reporter, HEK293T, luminescence; COUP transcription factor 2 (Homo sapiens), P24468; HEK293T NGFI-A luciferase reporter; inhibition, % at 8.6 µM; actives 0.7% (n = 370,000); AID 686940, 2013;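 active means inhibition above a per-plate cutoff, mean inhibition of test wells between control levels plus 3 SD, cut at about 38% in these data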;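 further: cells cotransfected with COUP-TFII expression vector driving the NGFI-A reporter; 0% = median of COUP-TF2 test wells and 100% = reporter-only cells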
LMP1 NFkB inh: EBV LMP1-driven NF-kappaB luciferase reporter inhibitors, primary screen, cell-based, luminescence, single point | AID 504558, 2011 | inhibition, % at 12.5 µM | LMP1-induced NF-kappaB luciferase reporter cells | actives 0.69% (n = 350,000); in the data active means inhibition above about 41%;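 further: 0% = neutral control wells and 100% = reference inhibitor control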
TWEAK Fn14 block: inhibitors of TWEAK-Fn14 signaling, primary screen, luciferase reporter cells, uHTS; inhibition, % at 10 µM; actives 2% (n = 360,000); TWEAK-stimulated Fn14 reporter cells, luciferase luminescence, 8 h; AID 1159606, 2016; in the data active means inhibition above about 50%
* = called active by the depositor; . = no result given.

SMILES	SRC3 inh	SRC1 inh	TROY signal inh	NR5A2 inv ag	CF NFkB inh	NCOA2 inhibitor	KKLEB tox	TRAIL sens C8	COUP-TFII inh	LMP1 NFkB inh	TWEAK Fn14 block
CCCc1nc2ccccc2n1CC(O)COc1ccc(NC(C)=O)cc1 (stereo not drawn)	10	-13	-8	16	-11	8	8	15	-35	6	13
CCSCCOC(=O)C1=C(C)NC(=O)NC1c1cc(OC)ccc1OC (stereo not drawn)	2	-9	2	3	5	-2	-9	5	23	-10	13
O=C(Cn1ccc(C(F)(F)F)n1)Nc1ccc(S(=O)(=O)NCc2ccco2)cc1	-2	-3	0	20	-5	-18	1	1	0	0	9
CC(C)c1ccccc1NC(=O)COC(=O)Cc1ccsc1	9	-8	7	8	8	-33	5	6	7	2	3
O=C(Cn1nnc2ccccc21)N/N=C\C=C\c1ccccc1	-6	-8	-31	-28	9	-40	-5	2	-1	9	-31
CCn1c(=O)c(C(=O)NNC(=O)c2ccccc2)c(O)c2ccccc21	-2	3	14	-26	-5	2	-5	18	9	-9	-2
O=C(Cc1c(F)cccc1Cl)OCC(=O)N1CCc2ccccc21	-67	-47	-52	-41	-13	-27	13	-8	-28	-11	8
CN(Cc1nc(-c2cccnc2)no1)S(=O)(=O)c1ccc2ccccc2c1	12	-37	29	-5	0	21	-4	-4	5	-4	4
Nn1c(SCC(=O)Nc2ccccc2)nnc(Cc2ccccc2)c1=O	-28	25	-8	5	-23	13	-7	-12	-2	-9	-6
COC(=O)Nc1sc2c(c1C(=O)NCc1ccco1)CCCC2	21	-5	-17	1	-10	-12	-6	-10	4	56*	-2
O=C1C(=O)N(CCN2CCOCC2)C(c2ccc(F)cc2)/C1=C(/O)c1ccc(S(=O)(=O)N2CCOCC2)cc1 (stereo not drawn)	5	-43	10	-3	-10	7	1	-11	-4	-7	27
COc1ccc(F)cc1C(=O)C1CCCN(Cc2cccn2-c2ccccn2)C1 (stereo not drawn)	27	-20	3	17	30	-7	-35	11	11	15	2
OC(c1ccccc1)(c1nc(-c2ccc3ccccc3c2)cs1)C(F)(F)F (stereo not drawn)	-15	10	-25	-37	6	-10	14	12	0	.	-14
Cc1c(CCC(=O)O)c(=O)oc2cc3occ(C(C)(C)C)c3cc12	8	12	12	3	8	3	-1	-7	4	1	-23
Cc1ccc(Cn2nc(C)cc2C(=O)Nc2ccccc2Cl)cc1	-106	-100	-67	-106	-8	-66	0	-2	-40	-60	-63
CC(=O)c1ccc(NC(=O)c2noc3c2CCCCC3)cc1	-102	-101	-37	-185	4	-45	-3	19	-37	-14	9
CCOC(=O)Cc1csc(NS(=O)(=O)c2ccc(NC(C)=O)cc2)n1	6	3	5	-11	0	4	2	1	7	-1	-12
Cc1cccc2sc(N(CCCN(C)C)C(=O)c3ccc(S(=O)(=O)N4CCc5ccccc5C4)cc3)nc12	28	6	-48	-13	33	-6	-25	44	-15	-26	-120
COc1cccc(CNC(=O)CCNS(=O)(=O)c2ccc3c(c2)CC(C)N3C(C)=O)c1 (stereo not drawn)	31	14	0	7	21	6	1	0	10	0	6
CCCCc1c(C)c(C#N)c2nc3ccccc3n2c1Nc1c(C)n(C)n(-c2ccccc2)c1=O	16	-22	1	-12	8	0	-5	-4	1	2	16
COCCCNC(=S)N(CCO)Cc1cc2cc3c(cc2[nH]c1=O)OCO3	-10	1	12	-5	-22	-27	8	-13	-3	1	5
COCC(C)NC(=O)c1ccccc1[N+](=O)[O-] (stereo not drawn)	13	1	-14	3	6	-22	8	0	7	-4	-2
CCOC(=O)C1CCCN(CCc2ccccc2)C1 (stereo not drawn)	0	9	5	10	11	2	6	15	8	-1	-10
NC(=O)N(N)c1nc(N2CCCC2)nc(N2CCCC2)n1	-15	4	-7	9	-17	17	10	-11	-15	6	-20
CCn1c(=NC(=O)CSC(C)=O)sc2ccccc21	5	11	-7	-6	4	14	-5	-10	8	4	-1
CC(C)CNS(=O)(=O)c1ccc(CC(C)C)cc1	18	-22	3	14	11	4	2	-1	4	-2	1
Cc1c(C(=O)NCCCN2CCCC2=O)oc2ccccc12	-17	-18	-2	-23	5	-12	-1	3	-37	-17	-6
O=C(Nc1ccon1)c1ccc(Cl)c(S(=O)(=O)N2CCCCC2)c1	5	-18	1	-15	-13	-32	3	21	-9	-8	13
CCCCCCCCCCS(=O)(=O)N/N=C/c1ccc([N+](=O)[O-])cc1	-5	2	51*	27	-6	-3	5	0	14	5	4
CS(=O)(=O)c1ccccc1C(=O)N(CCC1=CCCCC1)c1c(N)n(Cc2ccccc2)c(=O)[nH]c1=O	6	-11	1	10	6	-9	1	10	3	6	16
O=S(=O)(Nc1nc(CN2CCOCC2)nc2sc3c(c12)CCCC3)c1cc(F)ccc1F	7	-4	4	-5	-18	24	9	15	9	10	-8
COc1ccc(S(=O)(=O)N2CCCC2C(=O)NCC(=O)Nc2cccc(Cl)c2C)cc1 (stereo not drawn)	4	0	9	-2	9	-35	-4	6	-7	-6	13
Cn1nnc(NC(=O)C(c2ccccc2)c2ccccc2)n1	11	-9	-11	16	15	15	6	0	7	-3	7
O=S(=O)(c1ccccc1)N1CCN(C(=S)Nc2ccc(Br)cc2)CC1	-5	-18	6	0	47	16	-10	26	-7	-1	-1
CCOc1ccc(C(=O)C2CCN(CC(=O)Nc3ccccc3N3CCOCC3)CC2)cc1	7	16	30	-2	-6	3	7	2	0	-5	0
O=C(COC(=O)/C=C/c1ccccc1)Nc1cccnc1Cl	3	-15	-18	26	-7	12	-8	2	3	-10	-11
O=C(NC1CCCC1)c1cc(-c2ccccc2Cl)on1	-100	-97	-45	-127	-1	-39	-1	21	-53	-15	17
Cc1cc(Oc2ccc(=O)n(C)n2)nc(Oc2ccc(=O)[nH]n2)n1	4	-13	9	-14	-9	13	11	7	16	3	-6
Cn1ccnc1SCC(=O)Nc1cc(C(F)(F)F)ccc1N1CCOCC1	8	18	-1	9	5	4	-12	7	16	3	2
C/C(=N/NC(=O)c1nnn(-c2nonc2N)c1CSc1ccc(Cl)cc1)c1ccncc1	-9	-6	17	4	18	5	-11	-4	1	-12	-21
CC(C)CNC(=O)Cn1nc(C(F)(F)F)c2c1CCCC2	16	-5	9	1	4	-3	-1	-6	-1	-17	-16
Cc1ccc(S(=O)(=O)NC(N)=NCCc2ccccc2)cc1C	2	-4	-17	1	-12	-2	9	-3	1	2	5
Cc1ccccc1Nc1nc(N)nc(COC(=O)c2nn(C)c(=O)c3ccccc23)n1	6	5	9	-2	-24	-6	-3	-18	4	1	-3
COC(=O)CNC(=O)c1ccc(NS(=O)(=O)c2cc([N+](=O)[O-])ccc2Cl)cc1	1	2	8	3	10	-29	-3	-11	-11	-8	-7
N/C(=N\N=C/c1ccc(Br)cc1)N/N=C\c1ccc(Br)cc1	0	-4	7	3	-38	16	-2	-8	-15	-1	-43
O=C(Nc1ccc(-c2nc3cccnc3s2)cc1)c1cccnc1Cl	-60	-65	-3	-75	28	3	0	29	-18	-24	47
CCCCC(=O)Nc1nnc(S(=O)(=O)N2CCCc3ccccc32)s1	-9	-4	-5	-7	20	11	6	2	-1	-7	-2
CC(C)=CCCC(C)CN1CCC(n2nccc2NC(=O)C2CCCC2)CC1 (stereo not drawn)	-2	-16	-1	-2	-13	1	-1	8	18	-3	8
O=C(O)CCSCCCN1C(=O)c2cccc3cccc(c23)C1=O	1	7	-5	1	-9	-7	-13	-2	3	-8	-23
COc1cc(NS(=O)(=O)c2ccc(NC(=O)c3ccc(F)cc3)cc2)ncn1	15	-5	10	-26	-35	13	6	-5	-12	3	0
CCOC(=O)CC1C(=O)NCCN1C(=O)COc1ccc(C(C)(C)C)cc1 (stereo not drawn)	-2	5	-27	-10	-9	1	3	-7	3	4	19
CCOC(=O)C1=CCN(S(=O)(=O)c2ccc(C)cc2)C1c1ccc(C)cc1 (stereo not drawn)	-8	0	-21	-3	-5	15	5	-11	13	.	-21
COc1ccc(C(=O)CC(=O)C(=O)Nc2cc(Cl)c(OC)cc2OC)cc1	11	4	5	-2	11	-47	-6	17	7	5	-7
Cc1nccn1CCCNC(=O)CC1C(=O)NCCN1Cc1ccc(F)cc1Cl (stereo not drawn)	4	1	0	6	-4	7	5	-3	19	8	1
CC1(C(=O)NS(=O)(=O)c2ccc(Cl)cc2)CCN1C(=O)Cc1ccc(Cl)cc1Cl (stereo not drawn)	-11	12	11	20	-11	11	8	4	13	.	-2
O=C(NNC(=O)c1cc(Br)c(Br)s1)c1csc(N2CCOCC2)n1	7	0	-17	4	15	12	6	-17	7	9	-15
CCn1cc(C(=O)NCCCN(CC(C)C)CC(C)C)c(=O)c2cc(S(=O)(=O)N(C)C3CCCCC3)ccc21	-19	8	-3	7	2	-7	1	-2	9	-13	-6
Oc1ccc(/C=N/Nc2nccnc2Cl)c(O)c1	-3	-40	-49	-60	-4	7	1	3	-46	33	-19
CCCCn1c(C)cc2cc(O)ccc21	12	-5	7	-6	-9	-26	-2	-5	-9	1	4
CN(C)S(=O)(=O)N1CCCC(C(=O)c2ccc(-c3ccccc3)cc2)C1 (stereo not drawn)	7	-13	25	-4	-3	20	8	-10	-12	10	8

3 entries out of the list above, ordered by the number in SRC3 inh, smallest number first.
SMILES | SRC3 inh
CCCCCCCCCCS(=O)(=O)N/N=C/c1ccc([N+](=O)[O-])cc1 | -5
CN(Cc1nc(-c2cccnc2)no1)S(=O)(=O)c1ccc2ccccc2c1 | 12
COC(=O)Nc1sc2c(c1C(=O)NCc1ccco1)CCCC2 | 21

(more compounds)
SMILES	SRC3 inh	SRC1 inh	TROY signal inh	NR5A2 inv ag	CF NFkB inh	NCOA2 inhibitor	KKLEB tox	TRAIL sens C8	COUP-TFII inh	LMP1 NFkB inh	TWEAK Fn14 block
C[C@@H]1COC(=O)[C@H](CC(=O)OC(C)(C)C)C/C=C\C[C@@H](CC(=O)N[C@H](CO)Cc2ccccc2)C(=O)N1	-4	-6	4	14	1	-4	-12	-17	11	2	-29
c1csc(-c2ccc3ccccc3n2)c1	-80	-73	-46	-117	10	-40	-3	5	-51	-26	-16
COc1ccc(OC)c(S(=O)(=O)N2CCC(C(=O)NCc3cccnc3)CC2)c1	8	-24	-2	3	2	-24	-5	5	-3	2	-2
Cc1ccc(C)c(NC(=O)c2cc(-c3cccnc3)nc3ccccc23)c1	-4	-13	20	3	-7	13	-7	-9	17	1	-31
